BaF3 parental: reduces parental Ba/F3 cell viability, JAK2V617F counter-screen | hit rate 1.1% among 220,000 | CellTiter-Glo ATP luminescence | inhibition, % at 5.6 µM;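 active = inhibition above a per-campaign cutoff, the mean inhibition of all tested compounds plus 3 SD, cut at about 27% in these data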;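 note: 0% = DMSO wells and 100% = JAK Inhibitor I control wells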
CHOP inhibitor: blocks CHOP induction under ER stress; CHO-K1 CHOP-promoter luciferase, tunicamycin-induced, 15-18 h; inhibition, % at 10 µM; hit rate 3.8% among 220,000;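 active = compounds that reduced the stress-induced luciferase reporter signal by more than about 70% of percent inhibition, limit read from the data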;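 note: 0% = tunicamycin plus vehicle and 100% = wells without tunicamycin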
NPY-Y2 PAM-ag: human NPY-Y2 potentiation or agonism, primary screen. hit rate 0.45% among 220,000. P49146. cells expressing NPY-Y2, potentiator/agonist read-out. activation, % at 3.6 µM; in the data active = activation above about 27%;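 note: cells stimulated with NPY near EC25 plus isoproterenol at EC100; 0% = vehicle plus submaximal agonist and 100% = vehicle plus saturating agonist; some results beyond the cut were filed as inactive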
p47phox inh: p47phox (human) inhibition. p47phox/p22phox peptide binding, fluorescence polarization, 2 h. inhibition, % at 24.7 µM. hit rate 0.53% among 220,000. AID 1274;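 active = inhibition above about 30%, limit read from the data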;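 note: 0% = p47phox with labelled peptide and 100% = labelled peptide alone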
NPY Y1 blocker: blocks the human neuropeptide Y Y1 receptor. HEK293-CNG Y1 cells, membrane potential fluorescence; NPY at EC95, then isoproterenol. P25929. inhibition, % at 3.6 µM. AID 1040. hit rate 1% among 200,000;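 active = inhibition above the campaign mean inhibition of all tested compounds plus 3 SD, cut at about 20% in these data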;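 note: 0% = DMSO wells given NPY plus isoproterenol and 100% = isoproterenol alone without NPY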
Target sequence (P25929 whole entry, looked up): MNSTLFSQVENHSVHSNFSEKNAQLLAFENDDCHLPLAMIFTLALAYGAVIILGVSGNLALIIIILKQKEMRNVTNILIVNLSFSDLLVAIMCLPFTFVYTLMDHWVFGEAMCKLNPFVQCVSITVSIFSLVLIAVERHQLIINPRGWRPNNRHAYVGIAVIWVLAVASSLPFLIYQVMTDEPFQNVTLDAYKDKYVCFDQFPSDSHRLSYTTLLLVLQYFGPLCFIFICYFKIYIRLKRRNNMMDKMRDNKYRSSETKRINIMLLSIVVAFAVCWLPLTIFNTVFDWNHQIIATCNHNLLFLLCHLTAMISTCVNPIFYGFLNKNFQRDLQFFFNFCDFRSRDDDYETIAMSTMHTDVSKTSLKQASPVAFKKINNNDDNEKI
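Assay system: HEK293 Y1/CNG channel cell line; Doses: single compound dose of 3.6 µM, 0.4% DMSO; Timing: dye 3 h, compound 60 min room temperature, stimulation 45 min; Technique: Membrane-potential fluorescent dye readout; Measure: % inhibition of NPY effect.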
NPY1 pot ag: human NPY-Y1 potentiation or agonism, primary screen; activation, % at 3.6 µM; NPY-Y1 expressing cells, potentiator/agonist activation; P25929; hit rate 0.37% among 220,000; in the data active = activation above about 33%, passing the limit was not always enough;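 note: cells stimulated with NPY at EC10 then isoproterenol at EC100; 0% = low agonist plus stimulus and 100% = saturating agonist plus stimulus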
Ba/F3 V617F tox: loss of viability in JAK2V617F-driven Ba/F3 cells. Ba/F3 EpoR-JAK2V617F viability, ATP luminescence. inhibition, % at 5.6 µM. hit rate 1.1% among 220,000;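 active = inhibition above the campaign mean plus 3 SD over all tested compounds, cut at about 24% in these data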;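 note: cytokine-independent growth of Ba/F3 cells driven by EpoR plus mutant JAK2; 0% = DMSO-treated cells and 100% = JAK inhibitor I control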
S1P4 antag: antagonists of human S1P4 receptor; S1P4-expressing cells, antagonist mode, reporter read-out; inhibition, % at 4.98 µM; hit rate 0.26% among 220,000; AID 1510; in the data active = inhibition above about 29%;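 note: 0% = wells stimulated with agonist and 100% = vehicle wells without agonist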
Target sequence (O95977 whole entry, looked up): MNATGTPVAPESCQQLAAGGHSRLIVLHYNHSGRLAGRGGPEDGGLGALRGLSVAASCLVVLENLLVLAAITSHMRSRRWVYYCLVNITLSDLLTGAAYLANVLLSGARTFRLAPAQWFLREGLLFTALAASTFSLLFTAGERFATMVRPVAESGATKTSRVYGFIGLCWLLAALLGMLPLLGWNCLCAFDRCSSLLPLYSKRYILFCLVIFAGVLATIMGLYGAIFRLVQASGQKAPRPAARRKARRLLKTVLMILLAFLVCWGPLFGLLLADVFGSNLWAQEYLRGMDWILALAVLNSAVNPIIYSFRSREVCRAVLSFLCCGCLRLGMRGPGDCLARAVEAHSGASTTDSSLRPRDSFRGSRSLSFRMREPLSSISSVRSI
S1P4 ag: activates the human S1P4 receptor; O95977; hit rate 0.35% among 220,000; activation, % at 4.98 µM; S1P4-expressing cell line, agonist reporter assay; in the data active = activation above about 11%;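 note: 0% = DMSO vehicle and 100% = reference agonist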
An asterisk follows results filed as active; · = no result given.

cpd	compound	BaF3 parental	CHOP inhibitor	NPY-Y2 PAM-ag	p47phox inh	NPY Y1 blocker	NPY1 pot ag	Ba/F3 V617F tox	S1P4 antag	S1P4 ag
1	COc1cccc(NC(=O)c2cc3c(=O)n4ccccc4nc3n(CC(C)C)c2=N)c1	7	12	10	-5	5	12	0	8	1.8
2	NS(=O)(=O)c1ccc(CCNC(=O)c2cc(-c3ccccc3)nc3ccccc23)cc1	1	10	-5	-6	4	-14	-3	-11	1.2
3	CC(C)CN(C(=O)CSc1nnc2ccccn12)c1c(N)n(CC(C)C)c(=O)[nH]c1=O	5	5	-15	-10	0	3	-2	-3	1.6
4	NC(=O)CC(NC(=O)OCc1ccccc1)C(=O)O (centres undefined)	-1	2	4	0	1	12	-4	-2	-2.1
5	COC(=O)c1nnn(CC(=O)Nc2cccc(Cl)c2C)c1C(=O)OC	8	51	-9	-3	-5	9	6	4	1.0
6	Cn1nc(C(F)(F)F)c(-c2ccc(F)cc2)c1NC(=O)Nc1ccc(F)cc1	-2	-8	38	-8	·	48*	-1	0	2.0
7	COCCNC(=O)Cn1cc(C(=O)c2ccco2)c2ccccc21	8	-9	-2	-3	-3	4	-1	-22	0.7
8	Oc1cccc(C(O)CNCc2ccc(OCc3ccc(Cl)cc3Cl)cc2)c1 (centres undefined)	3	104*	-3	-18	-1	-7	-1	-18	2.5
9	O=C(CO/N=C/c1ccccc1)N1c2ccccc2Oc2ccccc21	1	-5	-16	-31	-1	-29	-1	-10	2.0
10	O=C(Cn1cnc2c(nnn2Cc2ccc(F)cc2)c1=O)OCc1ccccc1	1	29	11	-20	-3	-2	-4	-6	-0.7
11	Cc1cc(C)cc(NC(=S)NCCc2c[nH]c3ccccc23)c1	2	36	3	-7	-1	7	2	-5	2.4
12	O=C(NCCc1ccccc1)C1CCN(S(=O)(=O)c2cccs2)CC1	1	11	10	-4	-4	14	-2	0	-0.5
13	O=C(Nc1ccc(N2CCN(c3ccccc3)CC2)c(F)c1)C1CC1	4	9	-8	-6	-4	13	1	7	1.1
14	O=C(NCCn1cc(SCC(=O)N2CCOCC2)c2ccccc21)c1c(F)cccc1F	9	4	-2	-2	1	8	6	0	1.2
15	O=C(Nc1ccc(F)cc1)/C(=C1/CCCCCN1)[N+](=O)[O-]	0	10	14	-20	·	17	-6	11	-0.1
16	CCN1C(=O)[C@H]2[C@H]3[C@H](O)[C@H](O)C/C(=N\OC[C@@H](C)[C@H](OCc4ccccc4)C(C)C)[C@@H]3CC[C@H]2C1=O	4	48	17	-3	-8	0	7	21	0.4
17	CNC(=S)Nc1cc(OC)ccc1OC	0	23	2	-11	4	23	0	-8	1.1
18	CN(C)S(=O)(=O)Nc1ccc(Br)cc1F	-1	33	-1	-5	-3	11	-5	-20	1.5
19	Cc1cccc(CSc2nnc(-c3cccs3)n2Cc2ccco2)c1	0	12	-2	1	12	18	-2	-1	-0.3
20	Cc1cc(C)c(S(C)(=O)=O)c(S(=O)(=O)c2ccc(Cl)cc2)n1	-2	-32	5	-12	7	8	0	-14	-1.0
21	Cc1ccc(-c2nc3ccccc3o2)cc1NC(=S)NC(=O)c1cc2ccccc2o1	1	85*	11	-203	-5	-10	-4	-12	-2.4
22	O=C(CCCCCNC(=O)c1ccccc1)N/N=C/c1ccccc1O	0	4	3	-8	-2	0	-5	-16	1.0
23	Cc1nc(SCC(=O)Nc2ccc3c(c2)OCCO3)c2oc3ccccc3c2n1	8	37	2	14	7	-9	-2	-26	0.9
24	Cn1c(=O)nc2n(Cc3ccccc3)c3ccccc3cc-2c1=O	5	26	-2	-5	-3	9	2	-17	0.9
25	COc1ccc(CC2(CO)CCN(C(C)Cc3ccc(Cl)cc3)CC2)cc1 (centres undefined)	-1	26	-89	-6	26*	-35	6	9	-2.5
26	COc1ccccc1NC(=S)NC1CCCCCC1	5	2	-5	-11	8	-20	4	-8	0.9
27	CCn1c(SCC(=O)c2ccc(F)cc2)nnc1-c1ccoc1C	2	14	-1	0	5	3	-2	-44	-5.3
28	CC(C(=O)Nc1cccc([N+](=O)[O-])c1)N(c1ccccc1)S(C)(=O)=O (centres undefined)	0	11	8	1	1	-4	1	11	-0.6
29	CCNc1nc(NC(C)C)nc(SCCOc2ccc(C)cc2)n1	3	45	-17	-3	5	-38	-4	5	1.9
30	CC(C)(C)OC(=O)N1CCN(C(=O)Cn2cc(CCO)nn2)CC1	3	20	-12	-5	-1	15	-6	-3	-0.4
31	CN1CCN(S(=O)(=O)c2cccc(S(=O)(=O)c3ccc(Cl)cc3)c2)CC1	2	11	4	-9	-1	-2	-2	5	0.0
32	COc1ccc(CC(=O)N2CCNC2=O)cc1	5	6	3	-12	2	-2	4	-24	0.2
33	Cc1nc(SCC(=O)NC(C)(C)C)c2c(-c3cccs3)csc2n1	4	39	-6	-1	5	-10	2	-32	1.2
34	O=C(COc1ccc2ccc(=O)oc2c1)N1CCc2ccccc21	7	-4	5	-1	-3	6	3	1	3.6
35	CC(C)CCNC(=O)COc1ccc(N(C)S(=O)(=O)c2ccc(F)cc2)cc1	4	23	-15	·	6	8	-2	5	-1.4
36	O=C(NCCc1ccc(F)cc1)c1ccc([N+](=O)[O-])cc1	15	-30	-5	-6	2	-6	1	-12	-0.3

5 entries from above, arranged by count of non-hydrogen atoms, largest number first.
cpd	compound	BaF3 parental	CHOP inhibitor	NPY-Y2 PAM-ag	p47phox inh	NPY Y1 blocker	NPY1 pot ag	Ba/F3 V617F tox	S1P4 antag	S1P4 ag
23	Cc1nc(SCC(=O)Nc2ccc3c(c2)OCCO3)c2oc3ccccc3c2n1	8	37	2	14	7	-9	-2	-26	0.9
8	Oc1cccc(C(O)CNCc2ccc(OCc3ccc(Cl)cc3Cl)cc2)c1 (centres undefined)	3	104*	-3	-18	-1	-7	-1	-18	2.5
27	CCn1c(SCC(=O)c2ccc(F)cc2)nnc1-c1ccoc1C	2	14	-1	0	5	3	-2	-44	-5.3
36	O=C(NCCc1ccc(F)cc1)c1ccc([N+](=O)[O-])cc1	15	-30	-5	-6	2	-6	1	-12	-0.3
32	COc1ccc(CC(=O)N2CCNC2=O)cc1	5	6	3	-12	2	-2	4	-24	0.2

Structural class: the compounds so far containing a tert-butyl group.
cpd	compound	BaF3 parental	CHOP inhibitor	NPY-Y2 PAM-ag	p47phox inh	NPY Y1 blocker	NPY1 pot ag	Ba/F3 V617F tox	S1P4 antag	S1P4 ag
30	CC(C)(C)OC(=O)N1CCN(C(=O)Cn2cc(CCO)nn2)CC1	3	20	-12	-5	-1	15	-6	-3	-0.4
33	Cc1nc(SCC(=O)NC(C)(C)C)c2c(-c3cccs3)csc2n1	4	39	-6	-1	5	-10	2	-32	1.2

The listing continues.
cpd	compound	BaF3 parental	CHOP inhibitor	NPY-Y2 PAM-ag	p47phox inh	NPY Y1 blocker	NPY1 pot ag	Ba/F3 V617F tox	S1P4 antag	S1P4 ag
37	Cc1cc(C)c(S(C)(=O)=O)c(Oc2cccc(Cl)c2)n1	6	65	-7	-22	1	-9	3	-16	2.5
38	O=S(=O)(O)c1cccc(N=Nc2c(O)ccc3ccccc23)c1	-4	12	4	-108	·	-14	1	9	0.8
39	CN(Cc1cnccn1)C(=O)CC1C(=O)NCCN1CC(c1ccccc1)c1ccccc1 (centres undefined)	7	9	-2	0	6	7	3	1	1.5
40	O=C(COC(=O)/C=C/c1ccc(Cl)cc1Cl)Nc1ccc2c(c1)OCCO2	-1	1	-8	-4	6	10	4	7	-3.6
41	CN(Cc1nc(-c2ccc(C(F)(F)F)cc2)no1)C1CCOCC1	7	6	-5	9	1	-14	0	-2	2.0
42	CCOC(=O)c1c(C)oc2c1c(CN1CCN(CCO)CC1)c(O)c1ccccc12	0	-57	-6	38*	2	-29	-4	-18	1.3
43	CCCn1nnc(NC(=O)COc2ccc(CC)cc2)n1	0	0	0	4	-4	-30	0	-5	0.5
44	O=C(Cc1n[nH]c(=O)c2ccccc12)Nc1ccc(-c2nnc3n2CCCCC3)cc1	0	33	5	-22	-2	6	-5	5	-3.0
45	CC(=O)N/C(N)=N/c1nc(=O)c2ccccc2s1	-2	-7	5	-6	·	7	-3	-11	1.1
46	O=C1C2CC=CCC2C(=O)N1CNc1ccccc1 (centres undefined)	-3	-1	0	3	-5	-15	-5	3	-0.8
47	CC(=O)CSc1nnc(CN2C(=O)CSc3ccc(C(F)(F)F)cc32)n1C	0	-8	-6	-8	·	-6	4	2	2.0
48	CSc1nc2nc(-c3cccc(C(F)(F)F)c3)ccn2n1	3	36	0	1	1	-8	-3	-6	1.6
49	CCc1nc2c(c(SC)nn2-c2ccccc2)c(N)c1C(=O)OC	-3	21	-5	-15	2	-1	3	-14	0.2
50	CC(C)NC(=O)CC(=O)N/N=C/c1ccc(F)cc1	5	-17	-6	-7	6	7	-1	-19	0.5
51	O=C(Oc1coc(CSc2nnc(NC(=O)C3CC3)s2)cc1=O)c1ccccc1	4	32	-4	-1	1	7	2	-12	-0.8
52	CCOn1c(=O)c(-c2ccc(Cl)cc2)[n+]([O-])c2ccccc21	3	38	-8	1	2	1	-3	-9	1.0
53	COc1ccccc1N1CCN(C(=O)CSc2ccccc2)CC1	3	4	6	-10	0	-9	4	-14	-0.5
54	C=CCN(c1ccc(C(N)=O)cc1)S(C)(=O)=O	6	15	11	-7	-1	-30	1	-19	1.1
55	CC(=O)Nc1ccc(Br)c2ccccc12	-1	10	1	-10	-3	-16	1	4	-0.3
56	NC(=O)C1CCN(c2ccc(C(F)(F)F)cn2)CC1	5	-2	-2	-8	0	-2	5	8	-0.1
57	Cc1ccc(-c2cc(-c3ccccc3)[nH]c(=S)c2C#N)cc1	1	-34	3	-13	3	-18	-6	-8	-2.1
58	Cc1ccc(S(=O)(=O)Oc2cccc(/C=N/n3cnnc3)c2)cc1	5	35	11	-3	-3	7	0	-8	-0.8
59	COc1ccc(CN2CC(C(=O)N3CCOCC3)CC2=O)cc1 (centres undefined)	2	-4	-1	-1	1	-12	1	3	1.1
60	CCc1ccc(NS(=O)(=O)c2ccc3[nH]c(=O)[nH]c3c2)cc1	0	53	7	0	0	11	-4	-1	-0.6
61	COc1ccc(OC)c(CN2CCN(S(=O)(=O)c3ccc(NC(C)=O)cc3)CC2)c1	1	-2	-8	2	-1	-1	4	-21	-1.6
62	CCN(Cc1ccncc1)C(=S)Nc1c(C)cccc1C	3	11	-7	-11	4	14	0	-3	1.8
63	CC(=O)Nc1sc2c(c1CN1CCCC1)CCCC2	-7	14	-21	-11	·	28	-4	11	-0.1
64	Cc1ccc(-c2csc3nnc(SCC(=O)N4CCN(Cc5ccccc5)CC4)n23)cc1	9	15	1	-8	2	-7	5	-3	-0.7
65	CN(C)S(=O)(=O)c1cc(NC(=O)Cn2ccsc2=N)ccc1Cl	3	-4	-12	-13	1	-7	0	-8	0.7
66	CCC(=O)Nc1nc2n(n1)C(c1ccc(OC)cc1)C=C(c1ccccc1)N2 (centres undefined)	2	2	-4	7	2	-15	-1	18	1.1
67	C/C(=N\NC(=O)C1(C)CC1(Br)Br)c1cccc(NC(=O)C2CCC2)c1 (centres undefined)	8	38	-7	-7	5	-1	-1	-9	1.3
68	Cc1nc(CC(=O)N2CCN(S(=O)(=O)c3ccccc3C#N)CC2)cs1	5	29	1	-2	0	22	-3	-6	1.0
69	COCCCN(C(=S)Nc1ccc(OC)cc1)C(C)c1ccncc1 (centres undefined)	3	15	10	·	4	6	0	10	0.1
70	N#CCCCSc1ncccc1-c1nc2ccccc2[nH]1	-1	53	11	-14	5	10	-5	10	0.4
71	CCn1c(NC)cc(=O)n(C)c1=O	6	1	7	-2	-2	-3	0	-7	1.6
72	Cc1ccc(/C=N/N=C2/NC(=O)C(CC(=O)Nc3ccc(Cl)cc3)S2)o1 (centres undefined)	6	5	-3	27	1	2	3	-6	0.5
